TRPC6 inhibitor: blocks the mouse TRPC6 cation channel | Q61143 | HEK293-TRPC6, membrane potential dye, ACh-evoked depolarization; active compounds read low | 310,000 compounds, 1.1% hits | B-score at 10 µM;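 active = B-score under library mean minus 3 SD, initial fluorescence not abnormally high, positive integrated signal ratio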;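 note: B-score derived from integrated fluorescence ratio over the kinetic read; more negative B-score means stronger inhibition of depolarization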
Target sequence (Q61143 whole entry, looked up): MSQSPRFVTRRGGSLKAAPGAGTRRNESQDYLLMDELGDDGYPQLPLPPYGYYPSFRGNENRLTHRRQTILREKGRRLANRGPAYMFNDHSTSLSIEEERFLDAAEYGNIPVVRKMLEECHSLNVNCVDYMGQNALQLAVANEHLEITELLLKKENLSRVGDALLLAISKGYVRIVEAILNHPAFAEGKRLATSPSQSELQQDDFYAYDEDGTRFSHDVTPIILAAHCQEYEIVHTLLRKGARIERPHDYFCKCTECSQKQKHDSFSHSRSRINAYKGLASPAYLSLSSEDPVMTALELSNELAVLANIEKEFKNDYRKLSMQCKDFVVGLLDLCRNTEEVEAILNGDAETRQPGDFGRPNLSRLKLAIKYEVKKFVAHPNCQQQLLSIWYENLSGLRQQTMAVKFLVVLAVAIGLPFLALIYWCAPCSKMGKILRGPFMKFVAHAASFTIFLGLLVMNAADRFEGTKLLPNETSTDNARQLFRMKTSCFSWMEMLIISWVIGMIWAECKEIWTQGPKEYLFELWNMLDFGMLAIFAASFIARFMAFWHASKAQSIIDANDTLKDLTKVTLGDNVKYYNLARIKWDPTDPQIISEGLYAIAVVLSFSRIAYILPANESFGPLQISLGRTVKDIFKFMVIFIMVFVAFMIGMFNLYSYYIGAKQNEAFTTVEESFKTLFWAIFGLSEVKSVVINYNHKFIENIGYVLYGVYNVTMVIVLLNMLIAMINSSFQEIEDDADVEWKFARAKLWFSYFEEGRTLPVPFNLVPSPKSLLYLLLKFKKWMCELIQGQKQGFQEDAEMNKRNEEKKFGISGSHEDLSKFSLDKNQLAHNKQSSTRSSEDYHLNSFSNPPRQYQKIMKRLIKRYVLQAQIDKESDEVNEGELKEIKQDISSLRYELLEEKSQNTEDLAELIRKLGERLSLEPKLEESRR
TRPC6 act: activates the mouse TRPC6 cation channel | B-score at 10 µM | AID 2550 | HEK293-TRPC6 membrane potential dye fluorescence; active compounds read high | 310,000 compounds, 0.13% hits | Q61143;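 active = B-score of the integrated fluorescence ratio above library mean plus 3 SD, and starting fluorescence ratio within library mean plus 5 SD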;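 note: higher score means more depolarization so channel activation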
SKKanGAS inh: SKKanGAS growth inhibition. S. pyogenes SKKanGAS, kanamycin growth, BacTiter-Glo, 6 h. inhibition, % at 7.5 µM. 300,000 compounds, 1.3% hits. AID 1662;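 active = mean replicate score, as percent of positive control median, at least 50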;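 note: strain carries kanamycin resistance gene driven by streptokinase promoter and grows in 40 µg/ml kanamycin; loss of luminescence reflects streptokinase promoter inhibition or plain growth inhibition; 0% = median of DMSO wells and 100% = positive control at its reference dose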
TRPC4 PAM: TRPC4 (mouse) allosteric potentiation | HEK293 TRPC4beta/mu-opioid, DAMGO EC20, Fluo-4 Ca2+ flux; active compounds read high | Q9QUQ5 | 310,000 compounds, 0.42% hits | B-score at 10 µM;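 active = B-score of calcium response area above 5 SD of library B-scores, with initial fluorescence ratio within 5 SD of library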;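 note: B-score of integrated fluorescence ratio over time as area under calcium response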
TRPC4 block: inhibitors of mouse TRPC4 channel | HEK293 TRPC4beta/mu-opioid, DAMGO-evoked Fluo4 calcium flux; active compounds read low | B-score at 10 µM | 300,000 compounds, 0.39% hits | AID 2247;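 active = B-score over 3 SD under the library average, no early fluorescence shift, positive overall ratio signal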
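Material: HEK293 cells with stable TRPC4beta plus mu-opioid receptor expression; probe or stimulus: DAMGO in two steps, submaximal then maximal; technique: Fluo4 calcium fluorescence by kinetic imaging, 5 s 1 Hz baseline; measure: integrated fluorescence ratio relative to baseline, converted to per-well B score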
TRPC4 act: activators of mouse TRPC4 channel; B-score at 10 µM; 310,000 compounds, 0.49% hits; Q9QUQ5; AID 2237; HEK293 TRPC4beta/mu-opioid, Fluo4 calcium fluorescence; active compounds read high;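 active = B-score above 5 SD of library B-scores, and initial fluorescence ratio not above library mean plus 5 SD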;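 note: positive B-score marks a calcium rise read as TRPC4 activation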
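System: HEK293 cells stably co-expressing mouse TRPC4beta and mu-opioid receptor; Schedule: Fluo4 dye loading 45 min at room temperature, 110 s recording; Detection: Fluo4 fluorescence, kinetic; Evaluation: B-scored integrated calcium fluorescence ratio; Controls: buffer (low) and maximal DAMGO (high).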
IEC-6 cytotox: kills IEC-6 intestinal cells in KLF5 counter-screen; 290,000 compounds, 0.78% hits; IEC-6 cytotoxicity, luminescence viability; AID 1825; inhibition, % at 5 µM; in the data active = inhibition above about 22%;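 note: 0% = plate median of test compound wells and 100% = cytotoxic reference compound wells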
MrgX1 antag: antagonists of human MrgX1 receptor. Q96LB2. MRGX1-HEK293 calcium flux, Fluo-4, BAM8-22 antagonism; active compounds read low. B-score at 10 µM. 310,000 compounds, 1.3% hits;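 active = calcium-response B-score plate-corrected more than 3 library SD below zero, starting fluorescence within 5 deviations, no agonist response on first addition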;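 note: peak minus trough fluorescence over baseline after final BAM8-22 challenge near maximal dose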
HIF activator: HIF pathway transcriptional activation | U2OS HRE-luciferase reporter, luminescence; normalized: DMSO 0%, desferrioxamine 100% | activation, % at 7.5 µM (by protocol) | 300,000 compounds, 0.32% hits;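 active = mean activation of at least 10% of the iron chelator positive control signal, with at least half of replicates also reaching 10%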
aSyn 5UTR inh: MLPCN primary screen, SNCA 5' untranslated region; 300,000 compounds, 0.82% hits; alpha-synuclein 5'UTR reporter, inhibitor activity; inhibition, % (tested at 7.5 µM); in the data active = inhibition above about 60%;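 note: H4 neuroglioblastoma cells stably carrying SNCA 5'UTR luciferase fusion; 0% = DMSO wells and 100% = positive control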
KLF5 inh: inhibitors of KLF5 expression. 290,000 compounds, 0.23% hits. DLD-1 KLF5 promoter-luciferase reporter, luminescence. inhibition, % at 5 µM. AID 1700;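 active = inhibition above a per-plate limit of that plate's mean compound inhibition plus 3 SD, cut at about 60% in these data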;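 note: 0% = DMSO wells and 100% = LY294002 at 200 µM; higher means less KLF5 promoter-driven luciferase light; inactives centre near -14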
* hit, by the source's call; i = inactive; nt = not tested or not shown.

SMILES	TRPC6 inhibitor	TRPC6 act	SKKanGAS inh	TRPC4 PAM	TRPC4 block	TRPC4 act	IEC-6 cytotox	MrgX1 antag	HIF activator	aSyn 5UTR inh	KLF5 inh
Cc1ccc2c(c1)C(c1ccccc1)N(C(=O)c1ccc(F)cc1)CC(=O)N2 (stereo unspecified)	i	i	0	i	i	i	4	i	-0.9	7	7
CCS(=O)(=O)N1Cc2ccccc2CC1C(=O)Nc1ccc(F)cc1 (stereo unspecified)	i	i	-2	i	i	i	3	i	1.9	-46	-21
CN(NC(=O)c1cccc(Cl)c1)c1nc(-c2ccccc2)nnc1C(F)(F)F	i	i	10	i	i	i	1	i	nt	nt	-8
COc1cccc(-n2c(SCc3ccccn3)nc3c(c2=O)SCC3)c1	i	i	-4	i	i	i	-2	i	-0.2	13	-22
COc1ccccc1CC(=O)NCCc1ccc(S(N)(=O)=O)cc1	i	i	0	i	i	i	3	i	-0.7	-3	-14
COc1ccc(-c2nc(-c3ccccc3)[nH]c(=O)c2C#N)cc1	i	i	13	i	i	i	-9	i	-0.4	25	0
CCN(CC)C(=O)CSc1nnc2cc(C)c3ccccc3n12	i	i	3	i	i	i	3	i	0.5	20	7
CC(Oc1ccc(F)cc1)C(=O)N(Cc1ccccc1)c1c(N)n(Cc2ccccc2)c(=O)[nH]c1=O (stereo unspecified)	i	i	28	i	i	i	nt	i	1.6	-12	nt
COc1ccc(N(CC(=O)Nc2cccc(SC)c2)S(C)(=O)=O)cc1	i	i	3	i	i	i	-4	i	0.7	-51	-14
Cn1c(CNC(=O)c2ccc3c(c2)OCO3)nnc1SCC(=O)Nc1ccccc1Cl	i	i	-13	i	i	i	-7	i	0.6	-16	9
CC1CCc2c(C(=O)Oc3cccc(-n4cnnn4)c3)csc2C1 (stereo unspecified)	i	i	11	i	i	i	1	i	0.9	-13	-22
CCN1CCC(Nc2ccnc3cc(Cl)ccc23)CC1	i	i	-5	i	i	i	2	i	-2.4	-27	-14
O=C(O)C1=NOC(CNC(=O)c2ccccc2Cl)C1 (stereo unspecified)	i	i	-15	i	i	i	4	i	0.0	-12	-2
COc1ccc(S(=O)(=O)Oc2cc(C(=S)N3CCOCC3)ccc2OC)cc1	i	i	-6	i	i	i	-3	nt	-0.1	19	-7
CS(=O)(=O)N1CCC(C(=O)NCc2ccc(Cl)cc2)CC1	i	i	8	i	i	i	-4	i	-0.4	5	-3
COc1ccc(S(=O)(=O)N2CCCCC2)cc1NC(=O)COc1ccccc1	i	i	-19	i	i	i	nt	i	-0.4	17	nt
CCOc1ccc(C(=O)NC(C(=O)NCCc2ccc(OC(F)F)cc2)C(C)C)cc1 (stereo unspecified)	i	i	-2	i	i	i	2	i	1.8	13	4
Cc1cc(-c2ccccc2)nc(N(C)NC(=O)c2ccc(Cl)cc2)c1S(C)(=O)=O	i	i	4	i	i	i	-5	i	-0.4	26	11
CN(C)c1nc(N/N=C\c2ccc(Cl)c([N+](=O)[O-])c2)nc(Nc2ccc(F)cc2)n1	i	i	20	i	i	i	0	i	0.7	8	-9
C=CCNc1nc(Cl)nc(Nc2ccccc2)n1	i	i	30	i	i	i	-2	i	2.6	-72	-60
COc1cc(C(C)=O)ccc1OCC(=O)Nc1ccccc1N1CCCC1	i	i	25	i	i	i	7	i	1.7	1	-23
COCCNC(=O)Cn1nc(-c2ccccc2)c2ccccc2c1=O	i	i	-2	i	i	i	-2	i	-0.9	14	-47
Cc1nc2sc3c(c2c(=O)n1N)CCC3	i	i	-31	i	i	i	3	i	-0.4	4	-60
CC1=C(C(=O)OC2CCC(C)CC2)C(c2ccc(O)c([N+](=O)[O-])c2)NC(=O)N1 (stereo unspecified)	i	i	11	i	i	i	-4	i	0.2	5	5
CNC(=O)c1cc2ncc(C(F)(F)F)cc2s1	i	i	-7	i	i	i	-1	i	1.2	-55	-8
CCOC(=O)C(=O)C1C(=O)Nc2ccccc21 (stereo unspecified)	i	i	-2	i	i	i	4	i	-4.2	15	-38
CC(C)Oc1ccc(Cn2c(=O)sc3ccccc32)cc1	i	i	0	i	i	i	7	i	-0.1	2	-12
O=C(Nc1ccc(Oc2ccsc2C(=O)O)cc1)c1ccccc1F	i	i	8	i	i	i	5	i	0.1	5	-5
O=C(Nc1nc(-c2cccnc2)cs1)c1cccc([N+](=O)[O-])c1	i	i	7	i	i	i	-2	i	3.2	-84	-1
CC(C)N1CCN(c2ccncc2S(=O)(=O)N2CCOCC2)CC1	i	i	-5	i	i	i	-7	i	0.0	5	-29
COc1cc2[nH]c(Cl)c([N+](=O)[O-])c2cc1OC	i	i	-7	i	i	i	-7	i	-0.4	-2	-26
Brc1ccc(Nc2ncnc3[nH]ncc23)cc1	i	i	52*	i	i	i	1	i	0.7	-26	-25
Cc1cc(NC(=O)CSc2nc3c(C)c(C)ccc3cc2C)no1	i	i	0	i	i	i	-2	i	-0.1	0	-25
CCC(OC(C)=O)c1cc2c(cc1[N+](=O)[O-])OCCO2 (stereo unspecified)	i	i	3	i	i	i	-2	i	-0.4	9	-52
CCOc1ccc(C2NC(=O)NC(C)=C2C(=O)OCc2ccccc2)cc1 (stereo unspecified)	i	i	-3	i	i	i	5	i	-0.6	26	-18
CC12CCCCC1N(O)C(=O)C(=O)N2O (stereo unspecified)	i	i	11	i	i	i	-6	i	0.7	-3	-5
COc1cc(OC)c(OC)cc1C=NCC1(c2ccccc2)CCCC1	i	i	2	i	i	i	-5	i	nt	-15	-28
COCCCNc1nc2ccccc2nc1NS(=O)(=O)c1ccccc1	i	i	5	i	i	i	2	i	0.3	-8	-22
O=C(CCc1ccccc1)Nc1cccc(NC(=O)CCc2ccccc2)c1	i	i	-2	i	i	i	6	i	-0.2	-31	5
Cc1ccc(N2C(=O)c3cccc4cccc(c34)C2=O)cc1	i	i	3	i	i	i	1	i	-0.5	-11	4

Looked up by compound from the list above (3):
SMILES	TRPC6 inhibitor	TRPC6 act	SKKanGAS inh	TRPC4 PAM	TRPC4 block	TRPC4 act	IEC-6 cytotox	MrgX1 antag	HIF activator	aSyn 5UTR inh	KLF5 inh
COc1cc(OC)c(OC)cc1C=NCC1(c2ccccc2)CCCC1	i	i	2	i	i	i	-5	i	nt	-15	-28
CCOc1ccc(C2NC(=O)NC(C)=C2C(=O)OCc2ccccc2)cc1 (stereo unspecified)	i	i	-3	i	i	i	5	i	-0.6	26	-18
CS(=O)(=O)N1CCC(C(=O)NCc2ccc(Cl)cc2)CC1	i	i	8	i	i	i	-4	i	-0.4	5	-3

The results go on:
SMILES	TRPC6 inhibitor	TRPC6 act	SKKanGAS inh	TRPC4 PAM	TRPC4 block	TRPC4 act	IEC-6 cytotox	MrgX1 antag	HIF activator	aSyn 5UTR inh	KLF5 inh
COc1ccccc1NS(=O)(=O)c1ccc(C)c(NC(=O)c2ccc(S(=O)(=O)N3CCCCCC3)cc2)c1	i	i	-6	i	i	i	6	i	-1.1	23	0
Nc1nc(NCCCN2CCOCC2)nc(NCc2ccccc2)c1[N+](=O)[O-]	i	i	0	i	i	i	2	i	-0.8	40	-6
CC(C)CC(c1nnnn1C1CCCC1)N1CCC(C(N)=O)CC1 (stereo unspecified)	i	i	-1	i	i	i	9	i	0.3	20	-32
CC1NC(=O)NC1CCCCC(=O)O (stereo unspecified)	i	i	1	i	i	i	3	i	-0.2	-9	4
CCOC(=O)c1c(CS(=O)(=O)c2ccccc2)n(C)c2cc(Br)c(O)cc12	i	i	-7	i	i	i	2	i	-1.2	6	-19
COc1ccccc1C(=O)N/C(=C/c1ccc2c(c1)OCO2)C(=O)Nc1ccc(C(=O)O)cc1	i	i	5	i	i	i	-6	i	0.6	2	-17
CC(C)CNS(=O)(=O)c1ccc(CCC(=O)NCc2ccc(Cl)cc2)cc1	i	i	-14	i	i	i	1	i	0.3	3	-28
Cc1ccc(NC(=O)CNC(=O)c2ccc(Oc3ccccc3)cc2)nc1	i	i	2	i	i	i	nt	i	-0.2	-19	nt
CCc1cc(C(=O)OC)c(NC(=O)CN2CCN(C(=O)C3CCCO3)CC2)s1 (stereo unspecified)	i	i	4	i	i	i	-9	i	-0.3	12	-10
CN(C)/C=C/C(=O)c1ccncc1	i	i	1	i	i	i	1	i	0.2	21	-4
COc1ccc(C(C)=O)cc1CSc1nnc(Nc2ccc(C)cc2)s1	i	i	-3	i	i	i	2	i	-0.7	17	-35
CCN(CCO)Cc1csc2cc(C)ccc12	i	i	0	i	i	i	2	i	0.1	13	-17
CCOc1ccc(OCCCC(=O)Nc2nc3ccccc3[nH]2)cc1	i	i	-10	i	i	i	-2	i	0.0	-26	-32
COCCNC(=O)C1CCCN(S(=O)(=O)c2cccc3nsnc23)C1 (stereo unspecified)	i	i	1	i	i	i	7	i	0.1	17	-12
O=C(NC(=S)Nc1ccccc1N1CCOCC1)c1ccc(-c2ccccc2F)o1	i	i	14	i	i	i	-3	i	0.3	22	-39
Cc1cc(OCC(=O)Nc2ccc(CCO)cc2)c2c(C)c(C)c(=O)oc2c1	i	i	3	i	i	i	10	i	0.1	-10	-10
Cc1ccc(S(=O)(=O)N2CCN(C(C)C(=O)N3CCCc4ccccc43)CC2)cc1 (stereo unspecified)	i	i	-11	i	i	i	-6	i	0.0	14	-10
CCOC(=O)c1c(N)sn(-c2ccccc2)c1=S	i	i	9	i	i	i	1	i	-0.5	6	4
COc1cc2c(cc1OC)C(C)N(C(=O)CCc1c[nH]c3ccccc13)CC2 (stereo unspecified)	i	i	0	i	i	i	4	i	1.0	22	12
CO/N=C/CC(=O)c1ccc(OC)cc1	i	i	-3	i	i	i	8	i	-0.1	9	-7
Cc1ccc(/C=C(\NC(=O)c2ccccc2)C(=O)N2CCCC2C(=O)O)cc1 (stereo unspecified)	i	i	nt	i	i	i	-2	i	0.2	17	-3
NC(=O)[C@@H]1CCCN1Cc1c(C(=O)N2CCc3ccccc3C2)nc2ccc(Cl)cn12	i	i	6	i	i	i	-7	i	-2.1	-5	-34
Cc1ccc2c(c1)N(C(C)C(=O)NCc1cccs1)C(=O)CO2 (stereo unspecified)	i	i	-4	i	i	i	-1	i	-0.5	-4	-12
CCOc1cnc(-c2c(-c3c(F)cccc3Cl)noc2C)o1	i	i	17	i	i	i	-1	i	-0.2	15	-35
CN(c1cccc(NC(=O)c2ccccc2N(C)S(C)(=O)=O)c1)S(C)(=O)=O	i	i	-2	i	i	i	-6	i	-1.2	2	-22
Cc1c(C(=O)c2ccc(F)cc2F)c2ccccn2c1CCC#N	i	i	-4	i	i	i	8	i	-0.3	18	-19

Source: PubChem BioAssay
